# mIAP inh: mouse IAP inhibition | purified mouse IAP, CDP-Star luminescence, 30 min | inhibition, % at 10 µM | 0.2% of 330,000 active | AID 2806;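 active = inhibition of at least 40% at 10 µM in the primary screen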;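 also: plate controls were DMSO with enzyme for no effect and no enzyme wells for full effect; values of inactives mirror those of a sister screen read the other way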
# hIAP act: human IAP activation. purified human IAP, CDP-Star luminescence, 30 min; hits give high values; 1 = vehicle-only enzyme, 0 = enzyme-free background. activation factor at 10 µM. 0.16% of 330,000 active. AID 2524;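 active = activation factor of the enzyme at least 2-fold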; also: the source names both 10 and 20 µM as test concentration; values of inactives mirror those of a sister screen read the other way
# A3G deaminase: APOBEC3G (human) deaminase inhibition; Q9HC16; recombinant A3G, ssDNA deamination FAM/TAMRA fluorescence; inhibition, % at 20 µM; 0.28% of 330,000 active; AID 493012;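 active = inhibition of at least 40% at 20 µM, with no more than 30% in the related APOBEC3A deaminase screen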;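 also: plate controls were DMSO wells with A3G for no effect and wells lacking A3G enzyme for full effect; some compounds called inactive have numbers as strong as hits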
# Target sequence (Q9HC16 whole entry, looked up): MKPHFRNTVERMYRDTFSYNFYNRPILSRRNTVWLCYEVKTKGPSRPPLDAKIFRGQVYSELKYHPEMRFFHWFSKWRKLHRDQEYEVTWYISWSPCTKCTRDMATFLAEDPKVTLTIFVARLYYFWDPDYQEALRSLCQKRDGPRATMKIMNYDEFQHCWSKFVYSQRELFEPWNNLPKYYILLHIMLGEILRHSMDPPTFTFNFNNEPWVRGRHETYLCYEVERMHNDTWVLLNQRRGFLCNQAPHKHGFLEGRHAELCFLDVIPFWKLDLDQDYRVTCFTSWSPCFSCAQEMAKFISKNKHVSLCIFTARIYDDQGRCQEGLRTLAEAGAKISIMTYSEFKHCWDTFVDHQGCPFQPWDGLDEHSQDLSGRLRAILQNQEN
# APOBEC3A inh: blocks human APOBEC3A ssDNA deamination; recombinant A3A, FAM/TAMRA ssDNA deamination fluorescence; inhibition, % at 20 µM; 0.41% of 330,000 active; AID 493011;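 active = at least 40% inhibition at 20 µM here, with at most 30% in a related deaminase screen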;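 also: plate controls were A3A with DMSO for no effect and wells lacking A3A enzyme for full effect; some results filed as inactive read as strong as hits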
# Target sequence (P31941 whole entry, looked up): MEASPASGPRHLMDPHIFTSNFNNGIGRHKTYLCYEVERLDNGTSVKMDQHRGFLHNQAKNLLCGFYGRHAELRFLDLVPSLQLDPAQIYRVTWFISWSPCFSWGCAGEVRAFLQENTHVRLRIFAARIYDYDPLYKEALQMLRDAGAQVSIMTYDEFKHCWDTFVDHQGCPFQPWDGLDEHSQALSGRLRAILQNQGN
# NLRP3 yeast inh: blocks the NALP3 inflammasome reconstituted in yeast | inhibition, % at 10 µM | AID 2825 | 0.39% of 330,000 active | Yeast reconstituted NLRP3/ASC/caspase-1, beta-gal luminescence, 24 h;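 active = inhibition of 50% or more; inactive = inhibition below 50%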;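 also: plate controls were induced DMSO wells for no effect and uninduced yeast grown without galactose for full effect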
# mIAP act: increases mouse intestinal alkaline phosphatase activity. muIAP, CDP-Star luminescence, 30 min; hits give high values; 1 = vehicle-only enzyme signal, 0 = enzyme-free wells. activation factor at 10 µM. 0.24% of 330,000 active;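 active = activation factor of at least 2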; also: the source names both 10 and 20 µM as test concentration; values of inactives mirror those of a sister screen read the other way
#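 Assay system: mouse IAP enzyme; reagent: chemiluminescent substrate CDP-Star; dosing: test compounds delivered from DMSO solution; schedule: 30 min at room temperature; measured by: luminescence from enzymatic CDP-Star hydrolysis; controls: DMSO-only wells and no-enzyme negative control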
# SENP1 FRET inh: inhibitors of human SENP1 SUMO protease catalytic domain; recombinant SENP1 catalytic domain, CyPet-SUMO1-YPet FRET cleavage; 0.21% of 360,000 active; Q9P0U3; inhibition, % at 10 µM;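 active = inhibition at least 30% at 10 µM, raw YFP signal under a set limit, fluorescence ratio 0.5 to 1.5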;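 also: 0% = enzyme with DMSO and 100% = no enzyme wells; some results filed as inactive read as strong as hits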
# Target sequence (Q9P0U3 419-644 limits assumed): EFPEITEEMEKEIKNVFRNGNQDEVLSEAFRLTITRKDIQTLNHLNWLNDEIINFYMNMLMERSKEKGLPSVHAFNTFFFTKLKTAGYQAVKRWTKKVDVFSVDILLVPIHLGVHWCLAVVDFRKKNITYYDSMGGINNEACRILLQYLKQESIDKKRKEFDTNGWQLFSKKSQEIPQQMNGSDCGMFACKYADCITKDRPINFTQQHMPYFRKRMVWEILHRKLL
#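 Controls: no-enzyme wells low, DMSO-plus-enzyme wells high control. Test system: human recombinant His6-tagged SENP1 catalytic domain enzyme. Reagent: SFCypet-SUMO1-SFYpet FRET protein substrate, 25 nM final. Doses: one dose per compound, 10 µM, 0.5% DMSO. Detection: FRET, CFP and YFP emission. Timing: 50 min reaction at room temperature.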
# hIAP block: human IAP inhibition; purified IAP, CDP-Star luminescence, 30 min; inhibition, % at 10 µM; 0.12% of 330,000 active;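 active = inhibition reaching a set limit with compound at 10 µM in the primary screen, cut at about 35% in these data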;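 also: plate controls were DMSO wells with enzyme for no effect and no-enzyme buffer wells for full effect; values of inactives mirror those of a sister screen read the other way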
# beta cell repl: MIN6 beta-cell proliferation induction; MIN6 cells proliferation, ATPlite luminescence, 48 h; cells starved in 0.2% serum; 100% = growth in 10% serum; proliferation, % at 10 µM; 0.29% of 330,000 active; AID 2380;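 active = compounds whose signal lies at least 3.5 SD above the mean of all wells on their plate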;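 also: 0% = DMSO-treated cells in low-serum medium and 100% = 10% serum control; some compounds called inactive have numbers as strong as hits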
# * hit, by the source's call; x = not tested or not shown; & = joins results of further samples. Not all compounds are listed; the hit share may differ from the screen's.
SMILES,mIAP inh,hIAP act,A3G deaminase,APOBEC3A inh,NLRP3 yeast inh,mIAP act,SENP1 FRET inh,hIAP block,beta cell repl
COc1ccc(-c2nc(S(=O)(=O)c3ccccc3)c(NCCCN3CCOCC3)o2)cc1,-10.0,0.893,-3.5,-1.0,9.0,1.1,1.4,10.7,2.9
Cc1c(CCOC(=O)c2cc([N+](=O)[O-])cc([N+](=O)[O-])c2)sc[n+]1CC(=O)c1ccc(Br)cc1,25.0,1.08,-3.8,-2.3,9.2,0.749,-0.1,-7.8,-1.9
CC(=O)c1cccc(NC(=O)CSc2nnc(-c3cccnc3)o2)c1,-2.7,0.961,-3.2,-0.5,10.8,1.03,-3.1,3.9,-1.1
COC(=O)c1ccc(Oc2nc(N3CCCCC3)nc(N3CCOCC3)n2)cc1,10.5,1.03,-9.6,-4.0,3.5,0.895,-0.6,-3.4,-1.5
C[C@H](CO)N1C[C@H](C)[C@@H](CN(C)S(=O)(=O)c2cn(C)cn2)Oc2c(NS(=O)(=O)c3cn(C)cn3)cccc2C1=O,2.6,1.01,-3.1,-0.5,10.7,0.974,1.7,-1.3,-3.8
COc1ccccc1NC(=O)CCS(=O)(=O)c1ccccc1,2.1,1.09,-4.7,-2.7,15.6,0.979,1.0,-9.4,0.2
O=C(CCN1C(=O)c2ccccc2C1=O)N1CCN(C(=O)c2ccccc2)CC1,3.6,1.35,2.9,2.9,-14.2,0.964,1.2,-34.7,-2.5
O=C(CCc1nnc(-c2ccc3c(c2)OCO3)o1)NCCc1ccccc1F,0.4,0.97,-6.1,-5.8,13.2,0.996,-0.4,3.0,5.9
CC(Cc1ccccc1)C(=O)Nc1ccccc1 (stereo not given),-10.2,1.16,25.2,-0.4,21.7,1.1,0.8,-16.3,-3.4
O=C(Nc1nccs1)C(Br)C(Br)c1ccccc1 (stereo not given),-3.2,1.06,-1.8,4.4,-1.1,1.03,3.7,-6.4,-5.2
Cn1cc(C(c2ccccc2OCC(=O)O)c2cn(C)c3ccccc23)c2ccccc21,9.4,0.983,-4.4,-2.2,-6.1,0.906,-3.8,1.7,-0.3
CCn1c(SCC(=O)N(C(C)C)C(C)C)nnc1-c1cc2ccccc2cc1O,-4.8,1,-9.9,-1.4,-1.2,1.05,-0.9,-0.2,-5.2
Cc1cccc(C(=O)NC2CCN(C(=O)N3CCOCC3)CC2)c1,-0.8,0.883,0.7,7.7,-2.7,1.01,2.0,11.7,-3.3
CC(C)CC1C(C#N)=C(N)Oc2n[nH]c(-c3ccccc3)c21 (stereo not given),-2.9,1.05,-0.8,-0.6,21.2,1.03,0.1,-4.9,-3.2
CCCCC[C@@H]1C=C(C(=O)O)[C@H](c2ccc(C)cc2)N1S(=O)(=O)c1ccc(C)cc1,1.9,1.01,-3.4,0.3,4.3,0.981,0.9,-1.3,-2.7

# Going on with the list.
SMILES,mIAP inh,hIAP act,A3G deaminase,APOBEC3A inh,NLRP3 yeast inh,mIAP act,SENP1 FRET inh,hIAP block,beta cell repl
CCN(CC)c1ccc(CN2CCC(C(=O)NCc3ccc(C)cc3)CC2)cc1,-10.8,1.03,-6.1,-1.2,30.4,1.11,-1.2,-3.3,-4.7
O=C(c1cccc2ccccc12)C1CCCN(C(=O)CCc2cnccn2)C1 (stereo not given),-2.2,0.969,-9.5,-4.0,23.3,1.02,0.3,3.1,-2.1
O=C(O)CSc1nnc(-c2ccc(Cl)cc2Cl)n1Cc1ccccc1,0.9,1.05,0.9,0.1,5.1,0.991,-0.3,-4.9,-1.8
CCc1ccn2cc(-c3cc(-c4ccccc4)no3)nc2c1,-9.9,1.05,2.7,2.5,81.1*,1.1,1.7,-5.5,-3.9
Cc1cc(Cl)ccc1N(CC(=O)NCCSCc1ccco1)S(C)(=O)=O,3.9,0.904,4.6,6.3,4.4,0.961,-1.8,9.6,4.1
CC(=O)N1CCN(CC(=O)Nc2ccccc2C(=O)Nc2ccccc2)CC1,-4.6,0.935,-6.2,-4.0,8.2,1.05,1.5,6.5,4.1
CCNc1nc(NCC)nc(SCCOC(=O)Nc2ccccc2)n1,-6.0,0.942,-4.6,-8.3,14.4,1.06,0.5,5.8,-2.7
C=CCN1C(=O)N(CC=C)c2cccc3cccc1c23,4.2,0.892,-8.5,-3.0,16.4,0.958,0.0,10.8,-1.5
CCOC(=O)c1ccccc1NC(=O)c1cc2sccc2n1C,-5.2,1.14,2.3,3.2,10.7,1.05,-64.7,-13.7,-0.3
Cc1ccc(-c2nn(-c3cccc(F)c3)cc2CNCc2cccnc2)o1,8.4,0.917,-4.2,-1.4,7.1,0.916,-47.5,8.3,-0.4
Cn1c(CC(=O)NNC(=O)c2cncc(Br)c2)nc2ccccc21,8.7,1.7,-8.3,-2.7,7.9,0.913,-0.3,-70.0,1.9
Cn1c(SCC(=O)c2cc3ccccc3o2)nnc1-c1ccccc1,-0.1,0.842,-12.5,-4.4,20.2,1,-1.9,15.8,-2.3
Cc1ccc(N2CC(C(=O)Nc3ccccc3N3CCCC3)CC2=O)cc1 (stereo not given),8.1,1.19,-2.6,-0.5,25.5,0.919,0.8,-18.5,-0.7
COc1ccc(CC(=O)NCC(=O)N/N=C(/C)c2ccco2)cc1,3.7,1.02,-4.1,-1.5,-7.1,0.963,1.1,-2.1,-2.1
Cc1ccc(NC(=O)C2CCCN2S(=O)(=O)c2ccc3c(c2)n(C)c(=O)c(=O)n3C)cc1C (stereo not given),5.5,0.998,-1.4,0.9,-2.5,0.945,-76.4,0.2,-3.5

# Next structures
SMILES,mIAP inh,hIAP act,A3G deaminase,APOBEC3A inh,NLRP3 yeast inh,mIAP act,SENP1 FRET inh,hIAP block,beta cell repl
CC(C)(C)C(=O)Nc1ccc(C(=O)CN2C(=O)NC3(CCOc4ccccc43)C2=O)cc1 (stereo not given),-9.8,1.03,-6.5,-2.4,10.6,1.1,-10.5,-3.3,0.6
Cc1cnc(C(=O)OCC(=O)N(C(C)C)C(C)C)cn1,2.5,0.969,-10.7,-6.8,15.8,0.975,0.8,3.1,3.5
COc1cccc(OCc2nc3ncc(Br)cc3[nH]2)c1,5.4,1.53,-3.6,-4.1,9.4,0.946,-1.7,-53.1,-3.3
COc1ccccc1-c1oc2ccccc2c1-c1ccc2cc[nH]c2c1,-0.3,0.974,-3.7,-0.3,-61.5,1,-0.5,2.6,-7.2
COc1ccc(-n2c(=S)[nH]c3cc(C(=O)NCc4ccco4)ccc3c2=O)cc1OC,-0.7,1.08,-8.4,-3.8,5.3,1.01,2.8&0.5,-8.3,-1.4
CCCCCCCn1c(NC(=O)CC)nc2ccccc21,-0.7,0.793,-6.5,-3.1,39.8,1.01,-14.2,20.7,-4.0
Cc1ccc(S(=O)(=O)NCC(c2ccccc2)N2CCCCC2)cc1 (stereo not given),0.3,0.97,-5.1,0.9,-8.1,0.997,1.0,3.0,-1.9
O=C(O)c1ccc(Nc2nc(-c3ccccc3)c3ccccc3n2)cc1,4.8,1.02,-0.1,4.8,14.3,0.952,-14.0,-2.0,-1.6
COc1cccc(CNC(=O)Cn2ccc3cc(S(=O)(=O)N4CCCCCC4)ccc32)c1OC,-26.8,1.12,-6.0,-2.7,12.1,1.27,1.2,-12.4,-1.6
CCOc1ccc(CCNC(=O)COC(=O)c2ccccc2O)cc1OCC,3.2,0.897,-6.1,0.0,10.8,0.968,2.4,10.3,1.3
Cc1cccc2cc(CN(CC3CCCO3)C(=O)c3ccco3)c3nnnn3c12 (stereo not given),-5.4,0.986,0.1,2.1,0.1,1.05,x,1.4,-1.6
CSc1ncc(Cl)c(C(=O)C(C#N)c2nc3c(C)cc(C)cc3c(=O)[nH]2)n1 (stereo not given),8.7,0.871,-10.0,-6.4,-6.6,0.913,-0.3,12.9,-4.1
CNC(=O)COC(=O)c1cc(=O)[nH]c2ccccc12,-8.1,0.974,1.1,2.5,-4.4,1.08,5.3,2.6,0.4
COc1ccc(C)cc1NC(=O)C(Sc1nnc(Nc2cc(C)ccc2OC)s1)c1ccccc1 (stereo not given),2.0,1.02,-4.1,4.1,13.8,0.98,3.5,-2.5,-1.9
Cc1ccc(CNC(=O)CN(c2ccc(Cl)cc2)S(C)(=O)=O)cc1,0.0,1.16,-5.8,-5.6,25.5,1,2.3,-16.0,-0.4

# Later entries.
SMILES,mIAP inh,hIAP act,A3G deaminase,APOBEC3A inh,NLRP3 yeast inh,mIAP act,SENP1 FRET inh,hIAP block,beta cell repl
O=C(CCc1ccccc1)Nc1ccc(S(=O)(=O)Nc2nccs2)cc1,-0.2,1.01,-4.1,-2.2,13.8,1,0.7,-1.3,1.4
CN(C)CCCN(C(=O)COc1ccccc1)c1nc2c(F)cccc2s1,4.1,1.03,-3.9,1.2,17.1,0.959,1.6,-3.2,-2.7
Cc1ccc(S(=O)(=O)Nc2ccc(O)c(S(=O)(=O)c3ccc(C)cc3)c2)cc1,8.1,1.13,-0.6,-2.7,19.8,0.919,-1.2,-13.1,3.0
CCn1cc(C(=O)Nc2ccc(C)cc2[N+](=O)[O-])c(C)n1,-4.4,0.905,-7.2,-0.6,27.7,1.04,-0.1,9.5,-3.4
O=C(CN1C(=O)NC2(CCCC2)C1=O)Nc1cc(S(=O)(=O)N2CCCCC2)ccc1Cl,-1.3,0.851,-5.0,4.8,3.3,1.01,0.3,14.9,-4.5
CCOc1ccc(S(=O)(=O)N2CCC(C(=O)N3CCCC3)CC2)cc1C,-4.8,1.06,-3.2,1.0,22.5,1.05,-0.5,-5.6,-1.7
O=C(NNC1OC(CO)C(O)C(O)C1O)c1cccnc1 (stereo not given),3.2,1.31,-5.6,-1.2,17.2,0.968,-0.4,-30.7,-0.8
Cc1nc(CNC(=O)c2cc(COc3c(F)cccc3F)on2)cs1,-4.7,1.05,-2.1,3.1,6.0,1.05,2.0,-5.5,-3.2
O=S(=O)(c1ccc(Cl)cc1)c1snnc1-c1ccccc1,6.5,0.911,-5.1,-4.0,60.8*,0.935,1.5,8.9,-6.1
Cc1ccc(-c2nc(CS(=O)CC(=O)NCc3ccc(Cl)cc3)c(C)o2)cc1 (stereo not given),-1.1,1.02,2.5,1.5,-1.4,1.01,-0.5,-2.3,-1.6
CC(C)Oc1ccc(N2CC(C(=O)Nc3ccccc3F)CC2=O)cc1 (stereo not given),1.8,1.06,-8.7,-1.5,21.3,0.982,2.4,-5.6,-3.1
O=C(c1cccnc1)N1CCN(C(=O)c2cccs2)CC1,2.4,0.959,-3.4,-1.1,7.1,0.976,-1.1,4.1,0.4
N/C(=N\OC(=O)CCCc1ccccc1)c1ccccc1,-1.1,0.964,-3.3,-3.5,12.8,1.01,0.6,3.6,0.5
CC(=O)N1CCN(CCN=CC2=C(O)CC(c3ccco3)CC2=O)CC1 (stereo not given),8.6,1.04,-1.4,0.4,40.8,0.914,-2.0,-3.7,-1.5
O=C1/C(=C/c2ccc(O)cc2)CCc2ccc([N+](=O)[O-])cc21,26.3,0.983,0.9,5.0,19.4,0.737,-6.4,1.7,0.0

# Screening results as filed in PubChem BioAssay.
